Kir21 block: blocks the mouse Kir2.1 inward-rectifier potassium channel. HEK293-Kir2.1, FluxOR thallium flux fluorescence; stronger effect = lower value. B-score at 10 µM. hit rate 0.85% among 310,000. AID 1672;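 active means fluorescence ratio B-score at or below minus 3 SD of library scores, with starting-brightness B-score within 2 SD, cut at about -4.2 in these data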;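 further: channel flux triggered by added potassium and thallium sulfate stimulus; B-score of peak minus minimum fluorescence over baseline after thallium stimulus; more negative B-score means stronger Kir2.1 block with less thallium influx; some compounds called inactive have numbers as strong as hits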
CHT block: inhibitors of human choline transporter CHT; Q9GZV3; CHT-expressing cells, membrane potential dye, choline response; stronger effect = lower value; hit rate 0.86% among 310,000; B-score at 10 µM;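 active means B-score over 3 SD under the library average, and starting fluorescence ratio not unusually high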;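 further: choline stimulus applied at its EC90 after an EC20 pre-addition; B-score computed on integrated fluorescence ratio after choline addition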
KCNQ2 inh: KCNQ2 potassium channel inhibitors, primary screen, cell-based, CHO-K1, FluxOR thallium flux, B-score (AID 2156); 20 min; stronger effect = lower value; B-score at 10 µM; hit rate 1.1% among 310,000;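 active means fluorescence ratio B-score at most minus 3 library SDs, with starting brightness B-score within 2 library SDs, cut at about -5.5 in these data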
Target sequence (O88943 whole entry, looked up): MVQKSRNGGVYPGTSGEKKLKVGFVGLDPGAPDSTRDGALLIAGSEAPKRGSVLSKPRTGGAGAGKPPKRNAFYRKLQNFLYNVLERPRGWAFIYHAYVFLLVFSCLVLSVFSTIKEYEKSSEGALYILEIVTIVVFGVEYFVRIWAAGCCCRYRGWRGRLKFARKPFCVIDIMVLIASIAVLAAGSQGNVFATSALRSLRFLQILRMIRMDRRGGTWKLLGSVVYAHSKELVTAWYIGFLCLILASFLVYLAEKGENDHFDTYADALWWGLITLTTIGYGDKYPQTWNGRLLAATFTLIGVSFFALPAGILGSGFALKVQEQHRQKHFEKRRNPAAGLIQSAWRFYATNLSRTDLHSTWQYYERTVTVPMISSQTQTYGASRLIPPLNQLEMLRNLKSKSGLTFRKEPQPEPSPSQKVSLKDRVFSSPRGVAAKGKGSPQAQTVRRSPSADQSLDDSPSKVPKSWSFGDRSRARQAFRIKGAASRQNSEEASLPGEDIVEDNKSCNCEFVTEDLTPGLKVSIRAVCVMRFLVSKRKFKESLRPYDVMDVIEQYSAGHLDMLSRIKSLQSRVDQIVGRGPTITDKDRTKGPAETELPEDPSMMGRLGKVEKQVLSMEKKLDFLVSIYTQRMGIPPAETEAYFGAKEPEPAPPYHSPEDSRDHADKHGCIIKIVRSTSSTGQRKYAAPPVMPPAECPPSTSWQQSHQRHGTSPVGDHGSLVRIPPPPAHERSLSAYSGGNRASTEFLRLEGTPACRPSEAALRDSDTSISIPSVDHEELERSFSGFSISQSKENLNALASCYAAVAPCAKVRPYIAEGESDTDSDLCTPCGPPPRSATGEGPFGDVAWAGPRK
Active calls of the source: *; i = inactive.

Compound,Kir21 block,CHT block,KCNQ2 inh
Cc1cc(Cl)c(C(=O)Nc2cccc(C(F)(F)F)c2)c(C)n1,1.9,i,i
CCOc1ccc(N(CC(=O)NC2CCCC2)S(=O)(=O)c2c(C)[nH]c(=O)[nH]c2=O)cc1,-1.1,i,i
Cc1ccc(/C=C/C(=O)Oc2ccc(C#N)cc2)o1,3.2,i,i
COc1ccc(N(CC(=O)Nc2cccc(C(F)(F)F)c2)S(C)(=O)=O)cc1,0.04,i,i
CCCN1CN=C(Nc2nc3ccccc3o2)NC1,0.58,i,i
CC(C)NC(=O)c1cc(=O)n(C)c(=O)n1C,-1.1,i,i
CCOC(Cn1ccc(=O)[nH]c1=O)OCC,-0.34,i,i
COc1ccc(C(=O)Nc2cccc(-c3cnc4ccccc4n3)c2)cc1,0.1,i,i
Cc1ccc(C(=O)OCC(=O)Nc2nc(-c3ccccc3)cs2)cc1NC(=O)c1ccco1,-0.03,i,i
Nn1c(SCc2ccc([N+](=O)[O-])cc2)nc2ccccc2c1=O,-1.5,i,i
CCOC(=O)C1(CCc2ccccc2)CCN(C(=O)CCc2cnccn2)CC1,-0.02,i,i
CCNC(=O)c1cc(Br)ccc1Cl,1,i,i
O=C(NCc1ccccc1)C1=C[C@H](c2ccc(C(F)(F)F)cc2)C[C@H](OCc2ccc(CO)cc2)O1,-0.81,i,i
O=C(/C=C/c1cccs1)c1ccc(NC(=O)c2ccccc2F)cc1,0.45,i,i
COc1cccc2c(=O)n(CC(=O)N3CCCCCC3)ccc12,0,i,i
COc1ccc(CN(C)C(=O)Cc2c[nH]c3ccccc23)cc1,-0.08,i,i
COc1cc(Br)cc(CN2CCN(C/C=C/c3ccccc3)CC2)c1O,0.03,i,i
C=CCN1C(=O)C(CC(=O)NCC)SC1=Nc1cc(Cl)ccc1Cl (stereo unspecified),2,i,i
Cc1nc(NS(=O)(=O)c2ccccc2)sc1NC(=O)Nc1ccc(Cl)cc1,-0.54,i,i
Cn1c(Oc2ccc(F)cc2F)c(C=O)c2ccccc21,-1,i,i
Cc1ccccc1CN1CCN(CC(=O)NCc2ccccn2)C1=O,-0.1,i,i
O=[N+]([O-])c1ccc(-c2cn3c(n2)CCC3)cc1,1.1,i,i
COc1cccc(CNCc2ccc3c(c2)OCO3)c1,0.44,i,i
CCN1C(=O)N(CN2CCOCC2)C2C1N(CN1CCOCC1)C(=O)N2CC (stereo unspecified),-1.1,i,i
CC1CCC(NC(=O)CCS(=O)(=O)c2ccc3c(c2)oc(=O)n3C)CC1 (stereo unspecified),1.7,i,i
C/C(=N\NC(=S)Nc1ccc(F)cc1)C1CC1,-2,i,i
COc1cccc(CN2CCN(c3ccc(F)cc3)C2=O)c1,1.3,i,i
O=C(O)CCSc1ncnc2sc(-c3ccccc3)cc12,1.3,i,i
Cc1cc(C(=O)CCC(=O)N(C)CC(=O)Nc2ccccc2Br)c(C)s1,-0.95,i,i
COCCNC(=O)C(c1cccs1)N(C(=O)Cn1nnc2ccccc21)c1ccc2c(c1)OCO2 (stereo unspecified),-0.89,i,i
CC(C)(C)NC(=O)CCN1CCOCC1,-0.76,i,i
O=C(Nc1ccc(N2CCCCC2)cc1)c1cc([N+](=O)[O-])cc([N+](=O)[O-])c1,0.1,i,i
COC1(OC)C(=N/O)/C(=N\O)CCC1O (stereo unspecified),0.19,i,i
CCCN1CNC(=S)N(CC2CCCO2)C1 (stereo unspecified),-1.2,i,i
CC(C)c1nc(NCC2CCCO2)c(C#N)c2c1COC(C)(C)C2 (stereo unspecified),0.74,i,i
Cc1ccc(Nc2c(F)c(F)c(F)c(F)c2C(=O)O)c(C)c1,-0.41,i,i
Cc1ccc(NC(=O)C2CC(c3ccc(F)cc3)=NO2)cc1 (stereo unspecified),-0.53,i,i
COc1ccccc1C(=O)NCC(=O)NNC(=O)C1COc2ccccc2O1 (stereo unspecified),1,i,i
COc1ccc(S(=O)(=O)N2CCOCC2)cc1NC(=O)COC(=O)C1COc2ccccc2O1 (stereo unspecified),0,i,i
Cc1nc(C)c(C(=O)C2=C(O)C(=O)N(CCN3CCOCC3)C2c2cccs2)s1 (stereo unspecified),-0.97,i,i
O=C(Nc1ccc(Cl)cc1C(F)(F)F)c1ccccc1,0.09,i,i
CCc1nn(-c2ccccc2)c(N)c1-c1ccc(OC)c(OC)c1,-0.14,i,i
O=C(CSc1nnc(CNC(=O)c2c(F)cccc2Cl)o1)Nc1ccc2c(c1)OCO2,-0.64,i,i
Cc1cccc(NC(=S)N(Cc2ccco2)C(C)c2cccs2)c1 (stereo unspecified),0.09,i,i
NC(=O)CC(NC(=O)Cc1ccc(Br)cc1)c1ccc(NCCN2CCCC2)c([N+](=O)[O-])c1 (stereo unspecified),0.5,i,i
Cc1ccc(Oc2ccc(NC(=O)Cn3ccsc3=N)cc2)cc1,-4.5*,-7.9*,i
COc1ccc(C(=O)NNC(=O)c2cc3cc([N+](=O)[O-])ccc3oc2=O)cc1OC,0.74,i,i
O=C(Nc1ccc2nc(-c3ccccn3)[nH]c2c1)C1CCCCC1,0.36,i,i
Fc1cnc(Cl)nc1N1CCN(c2ccccc2)CC1,-0.04,i,i
Nc1nonc1-c1nc2ccccc2n1Cc1ccc(F)cc1,-1,i,i
CCC(=O)NC(=S)Nc1ccc(N2CCN(C(=O)c3ccc(Cl)cc3)CC2)cc1,-2.3,i,i
COc1cc2c(cc1NC(=S)Nc1cccc(C)c1)oc1ccccc12,1.4,i,i
CCOc1ccc(CCNC(=O)COC(=O)CCC(=O)c2cccs2)cc1OCC,-5.3*,i,i
CN1CCN(c2ncnc3c2c(-c2ccccc2)cn3-c2ccc(F)cc2)CC1,-1.3,i,i
CCC(=O)N1CCc2cc(S(=O)(=O)N3CCN(c4cc(C)ccc4C)CC3)ccc21,1.2,i,i
COc1ccc(/C(=C\Nc2ccc(C)c(C)c2)C(C)=O)cc1OC,-0.68,i,i
Cc1cc(N2CCOCC2)nc2ccc(Cl)cc12,-0.38,i,i
CCCCOc1ccc(NC(=S)Nc2cc(C)nc(SCCCC)n2)cc1,-0.42,i,i
COc1cc(/C=N/N(C)c2ccccc2)ccc1O,-1.1,i,i
Cc1ccc(-c2csc(NC(=S)NC(=O)c3ccco3)n2)cc1,1,i,i

(continued)
Compound,Kir21 block,CHT block,KCNQ2 inh
CN(C)S(=O)(=O)c1ccc(Cl)c(C(=O)OCC(=O)NC(=O)c2cccn2C)c1,-0.84,i,i
Cc1ccc(OCCn2nnc3ccccc32)cc1C,0.01,i,i
O=C(NC(=S)Nc1ccc(CN2CCOCC2)cc1)c1ccc(-c2ccc(Cl)cc2)o1,-0.04,i,i
COc1ccccc1NC(=O)c1cn(C)c(=O)c2cc(OC)c(OC)cc12,-0.44,i,i
Cc1cc(C)nc(N/N=C/c2ccccc2OCc2ccc([N+](=O)[O-])cc2)n1,0.17,i,i
Cc1ccc(Cl)cc1Nc1nc(-c2sc(NC(=O)c3ccco3)nc2C)cs1,-0.04,i,i
C/C(CC(=O)Nc1ccc2ccccc2c1)=N\NC(=O)c1cnccn1,-0.61,i,i
CC1Sc2ccc(S(=O)(=O)N3CCC(C(=O)NCc4ccco4)CC3)cc2NC1=O (stereo unspecified),0.93,i,i
Cn1cccc1C(=O)C(=O)Nc1ccccc1C(F)(F)F,-1.6,i,i
CC(=O)N/N=C/c1ccc(OCCOc2ccc(Br)cc2)cc1,-1.6,i,i
CN=C1SC(C(=O)Nc2ccccc2Cl)CC(=O)N1c1ccc(OC(F)(F)Cl)cc1 (stereo unspecified),-1.1,i,i
CCOC(=O)c1cnc2ccc(OCC)cc2c1NCCCN1CCOCC1,0.5,i,i
CC(C)C[C@H]1CN=C(Nc2ccccc2)N1CC1CCC(C)CC1 (stereo partly specified),-2.3,i,i
COc1cc2c(cc1OC)C(COc1ccccc1OC)N(C(=O)C(C)(C)C)CC2 (stereo unspecified),-0.37,i,i
Cc1nc2ccccc2nc1SCC(=O)c1ccccc1,1,i,i
Cc1cc(Cl)ccc1OC(C)C(=O)NCCCn1ccnc1 (stereo unspecified),-3.9,i,i
O=C(Nc1ccccc1)c1cc(N2CCOCC2)nc2ccccc12,0,i,i
CCOC(=O)c1[nH]c2ccccc2c1NC(=O)CC(C)(C)C,-0.32,i,i
COc1ccc(C(=O)OCC(=O)NCc2ccco2)cc1OC,0.88,i,i
OCCCNC(c1ccccc1)c1ccc(O)cc1 (stereo unspecified),-2,i,i
COc1cccc(NC(=O)CSc2nccn(-c3ccc4c(c3)OCCO4)c2=O)c1,-0.69,i,i
Nc1nnnn1CC(=O)N/N=C/c1cc([N+](=O)[O-])ccc1O,-0.25,i,i
CN(C)S(=O)(=O)n1cnc(-c2ccccc2)c1-c1ccccc1,0.65,i,i
CC1CCN(S(=O)(=O)c2cc(F)ccc2CN2C(=O)c3cccnc3C2=O)CC1,-0.69,i,i
Cc1ccccc1Nc1cccc2nonc12,-3.6,i,i
CC1(C)CC2CC(C)(CN2C(=O)COC(=O)c2n[nH]c(=O)c3ccccc23)C1 (stereo unspecified),-0.49,i,i
Cc1ccc(N=C2NC(=O)/C(=C\c3ccsc3)S2)c(C)c1,-1.1,i,i
COc1cc(C(c2sc3nc(C)nn3c2O)N2CC(C)OC(C)C2)cc(OC)c1OC (stereo unspecified),-0.93,i,i
COc1ccc(C2CC(c3ccccc3OC(=O)/C=C/c3ccccc3)=NN2C(C)=O)cc1 (stereo unspecified),2.5,i,i
O=C(O)c1ccc(-n2nnnc2SCc2ccccc2F)cc1,-1.7,i,i

Some entries already given, limited to CHT block.
canonical_smiles,CHT block
CCOC(=O)c1[nH]c2ccccc2c1NC(=O)CC(C)(C)C,i
COc1ccc(C(=O)OCC(=O)NCc2ccco2)cc1OC,i
OCCCNC(c1ccccc1)c1ccc(O)cc1 (stereo unspecified),i

Entries of single compounds, looked up by structure:
Nc1nnnn1CC(=O)N/N=C/c1cc([N+](=O)[O-])ccc1O as listed: Kir21 block = -0.25; CHT block = i; KCNQ2 inh = i
CCOC(=O)c1[nH]c2ccccc2c1NC(=O)CC(C)(C)C as listed: Kir21 block = -0.32; CHT block = i; KCNQ2 inh = i

(next part)
Compound,Kir21 block,CHT block,KCNQ2 inh
CCOC(=O)C(CC)Sc1ncnc2c1nnn2-c1ccc(F)cc1 (stereo unspecified),2,i,i
COc1ccc(N(CC(=O)Nc2cccc(C(F)(F)F)c2)S(=O)(=O)c2c(C)[nH]c(=O)[nH]c2=O)cc1,-0.07,i,i
Cc1ccc(NS(=O)(=O)c2ccc(N3CCN(c4ccc(O)cc4)CC3)c([N+](=O)[O-])c2)c(C)c1,1.6,i,i
CCCCn1c(N)c(N(CCOC)C(=O)C2CCN(S(=O)(=O)c3ccc(C)cc3C)CC2)c(=O)[nH]c1=O,-2.8,i,i
Cc1csc(NC(=O)CSc2ccc(-c3ccccc3)nn2)n1,0.51,i,i
CCN(CC)c1ccc(/C=C2\C(=N)N3N=C(CC(=O)N4CCOCC4)SC3=NC2=O)cc1,-2.4,i,i
OC(COc1ccc2c(c1)CCC2)CN1CCN(c2cccc(Cl)c2)CC1 (stereo unspecified),-0.75,i,i
COC(=O)c1cc(NC(=O)c2cc(-c3ccccc3Cl)oc2C(F)(F)F)ccc1N1CCOCC1,-0.62,i,i
CCCSc1cc(N2CCCC2)nc(-c2ccccc2)n1,-0.3,i,i
COc1ccc(/C=C/c2nc3ccccc3n2Cc2ccccc2OC)cc1,-3.4,i,i
CCCCN1C(=O)CN(CCc2ccccc2)C(=O)C1c1ccc(OC)cc1 (stereo unspecified),0.6,i,i
COc1ccc(OC)c(NC(=O)NNC(=O)CCCOc2ccc(Cl)cc2C)c1,0.79,i,i
O=C(COc1ccccc1)N(Cc1ccco1)C1CCS(=O)(=O)C1 (stereo unspecified),0.8,i,i
CC(=O)OCC(=O)[C@@]12OC(C)(C)O[C@@H]1C[C@H]1[C@@H]3C[C@H](F)C4=CC(=O)C=C[C@]4(C)[C@@]3(F)[C@@H](O)C[C@@]12C,0.96,i,i
Cc1ccc(S(=O)(=O)c2c(N)n(NC(=O)C3CC3)c3nc4ccccc4nc23)cc1,-0.83,i,i
Cc1ccc(CNC(=O)C(C)OC(=O)c2ccco2)cc1 (stereo unspecified),-0.3,i,i
Cc1ccc(S(=O)(=O)N2CCCCC2)cc1NS(=O)(=O)c1cccc(C(=O)O)c1,-0.53,i,i
COc1ccc(C2=NO[C@@H]3[C@@H]4C[C@@H]([C@H]5C(=O)N(C)C(=O)[C@@H]45)[C@H]23)cc1,-1.1,i,i
COc1ccc(N(CC(=O)Nc2c(C)n(C)n(-c3ccccc3)c2=O)S(=O)(=O)c2ccc(C)cc2)cc1OC,3,i,i
C=C(C)CNC(=S)N/N=C\c1ccc2c(c1)OCO2,-2.7,i,i
